CDK5 p35 inh: inhibitors of human CDK5/p35 kinase, primary screen, biochemical, single concentration | 330,000 compounds, 0.01% hits | inhibition, % at 10 µM | Recombinant CDK5/p35, ADP-Glo luminescence, 60 min | Cyclin-dependent kinase 5 (Homo sapiens) + Cyclin-dependent kinase 5 activator 1 (Homo …;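 active = highest replicate inhibition of at least 50% and at least 75% of replicates reaching 50%; inconclusive = only one of the two criteria met; inactive = both criteria failed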;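 also: plate controls were DMSO neutral control for no effect and GW8510 at 10 µM for full effect; many of its hits are not listed in these tables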
PKA-R2B activ: activators of PKA-R2B holoenzyme, primary screen, biochemical, fluorescence polarization, Cy5-IP20, human. cAMP-dependent protein kinase catalytic subunit beta (Homo sapiens) + cAMP-dependent …. PKA-R2B holoenzyme dissociation; R2B truncated from residue 108, S112A mutant; 0% DMSO only, 100% 113 µM cGMP. activation, % at 11.4 µM. 340,000 compounds, 0.079% hits;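 active = activation above a cutoff set at the mean over all compounds plus 3 SD, cut at about 18% in these data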;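 also: higher means more holoenzyme dissociation and a rise in polarization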
SR-BI uptake up: activators of SR-BI mediated DiI-HDL uptake, primary screen, ldlA[mSR-BI] CHO cells, DiI fluorescence; 3 h; 100 = double the neutral-control signal; activation, % at 12.5 µM; 320,000 compounds, 0.096% hits; AID 504775, 2011;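 active = mean replicate activation of at least 60% and every replicate at or above 60%; inconclusive = mean or all-replicate condition met, but not both; inactive = mean below 60% and not all replicates reaching 60%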;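 also: 0% = median plate neutral-control signal and 100% = twice that signal; values of inactives mirror those of a sister screen read the other way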
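Material: SR-BI-overexpressing, LDLR-lacking CHO cells | Dosing: Single compound concentration, delivered by pin transfer | Probe or stimulus: Labelled HDL, 10 µg/mL | Signal: Bottom-read cell fluorescence after medium removal, ex 550/em 595 nm | Schedule: 3 h, 37 °C | Evaluation: HDL uptake via cellular fluorescence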
NSD2 HMT inh: NSD2 histone methyltransferase inhibitors, primary screen, biochemical, AlphaScreen, single concentration, set 2. Histone-lysine N-methyltransferase NSD2 (Homo sapiens), O96028. inhibition, % at 12.5 µM. NSD2 peptide methylation, 120 min. 310,000 compounds, 0.54% hits; in the data active = inhibition above about 50%
dFosB activator: activators of delta FosB homodimer, primary screen, biochemical, fluorescence polarization, TAMRA-CDK5 oligo, single point. Protein FosB (Mus musculus), P13346. purified delta FosB; percent of positive-control signal above neutral wells. activation, % at 25 µM. 340,000 compounds, 0.99% hits. AID 493131, 2011;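 active = mean activation above about 17%, with every replicate also reaching it, limit read from the data, passing the limit was not always enough; inconclusive = only one of the two conditions met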;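 also: fluorescence polarization rise as delta FosB binds a TAMRA Cdk5 AP-1 oligo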
SR-BI HDL uptake: inhibitors of SR-BI mediated HDL lipid uptake, primary screen, ldlA[mSR-BI] cells, fluorescence, single point. Scavenger receptor class B member 1 (Mus musculus), Q61009. ldlA[mSR-BI] CHO cells, DiI-HDL uptake fluorescence, 3 h. inhibition, % at 12.5 µM. 320,000 compounds, 0.96% hits. AID 488896, 2010;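 active = mean replicate inhibition of at least 70% and a set share of replicates each scoring 70 or more; inconclusive = meets just one of the two criteria; inactive = fails both criteria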;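 also: 0% = median of neutral control wells and 100% = median of positive control wells; values of inactives mirror those of a sister screen read the other way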
Mot1-301 SUMO: yeast Mot1-301 growth rescue at high temperature, primary screen, SUMOylation pathway inhibitor project, S. cerevisiae, ATP luminescence, 38.5C. S. cerevisiae Mot1-301 growth rescue; percent above DMSO median, 100 means doubled. AID 2716, 2010. growth rescue, % at 18.8 µM. 320,000 compounds, 1% hits;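 active = every valid replicate shows activation above 250% relative to neutral control wells; inactive = the rest, any valid replicate at or below 250%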;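 also: OY570 slx delta 5 strain wells were the positive control but not used for scaling; some compounds called inactive have numbers as strong as hits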
MITF TRPM1 HTS: activators of MITF-driven TRPM1 promoter reporter, primary screen, cell-based, SK-MEL-5, luciferase, single point; SK-MEL-5 TRPM1-promoter luciferase, 24 h; % of positive control, neutral wells = 0; activation, % at 12.5 µM; AID 588334, 2011; 300,000 compounds, 0.75% hits;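 active = mean activation of at least 80% with every replicate also reaching 80%; inconclusive = mean reaches 80% but some replicate falls short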;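 also: 0% = neutral control wells and 100% = parthenolide positive control wells; values of inactives mirror those of a sister screen read the other way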
PKA-R1A activ: activators of PKA-R1A holoenzyme, primary screen, biochemical, fluorescence polarization, Cy5-IP20, bovine R1A, mouse PKAc; cAMP-dependent protein kinase type I-alpha regulatory subunit (Bos taurus) + …; activation, % at 11.4 µM; PKA-R1A dissociation; scaled: DMSO 0%, 113 µM cGMP 100%; 340,000 compounds, 0.083% hits;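 active = percent activation above the mean of all tested compounds plus 3 SD, cut at about 19% in these data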;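 also: higher means more PKAc released from R1A so a rise in polarization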
DSG3 Ab inh: inhibitors of pemphigus antibody binding to DSG3, primary screen, biochemical, bead-based, flow cytometry, scFv-GFP. 310,000 compounds, 0.48% hits. binding (percent of control), % at 10 µM. DSG3-coupled beads, scFv-anti-DSG3-GFP binding; hits give low values. Desmoglein-3 (Homo sapiens), P32926. AID 588358, 2011;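 active = binding more than 3 SD below its plate's average and above zero; inconclusive = below that plate limit but binding exactly zero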;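 also: hits lower antibody fragment binding to DSG3; some compounds called inactive have numbers as strong as hits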
Arrestin-AP2 inh: inhibitors of beta-arrestin/AP2 binding, primary screen, biochemical, GPCR trafficking, flow cytometry | beta-arrestin 1 C-terminal peptide binding to AP2 beta2-adaptin appendage (human) | FITC-arrestin peptide / GST-AP2 beads; AP2 beta2 appendage carries R879A mutation | 340,000 compounds, 0.31% hits | inhibition, % at 10 µM;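 active = inhibition above a set limit, near 3 SD of compounds lacking own fluorescence, cut at about 54% in these data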;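 also: plate controls were DMSO wells for no effect and 5 µM unlabelled arrestin peptide for full effect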
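Test system: GST-tagged AP2 beta2-adaptin appendage (R879A) on 4 µm glutathione beads; also added: fluorescein-tagged arrestin peptide at 50 nM final; timing: 12 min plus 1 h, RT; signal: flow cytometry, FL1 (488/535 nm); read-out: percent drop in bead-associated FITC signal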
Active calls of the source: *; ? = inconclusive; . = no result given. This is a random part of the collection. About 4.7% of those tested had a hit in this group.

SMILES	CDK5 p35 inh	PKA-R2B activ	SR-BI uptake up	NSD2 HMT inh	dFosB activator	SR-BI HDL uptake	Mot1-301 SUMO	MITF TRPM1 HTS	PKA-R1A activ	DSG3 Ab inh	Arrestin-AP2 inh
CC(C)c1ccccc1NC(=O)COC(=O)Cc1ccsc1	-1.8	-2	13	-3	2	-13	-14	-7	5	106	0
O=C(Cc1ccccc1)c1ccc2c(c1)OCCO2	2.4	-9	-7	-3	-7	7	-8	75	-7	.	37
CCOC(=O)C1C(=O)NC(SCC(=O)OC)=C(C#N)C1c1ccccc1OCC (configuration not stated)	0.9	-7	16	0	-11	-16	11	-7	3	95	1
COc1ccc(-c2c(C)cc3oc(=O)cc(-c4ccccc4)c3c2C)cc1OC	-0.4	-18	-67	.	0	67	.	-12	-10	98	-11
Cc1ccc(C(=O)NNC(=O)C2CCCN(c3ncccn3)C2)cc1 (configuration not stated)	-2.5	4	15	5	6	-15	-2	-10	-2	97	-3
Cc1ccc(C(=O)Nc2ccccc2N2CCOCC2)cc1S(=O)(=O)N1CCOCC1	-0.3	-10	-31	28	-5	31	6	-8	1	96	29
COc1ccccc1N1CCN(C(=O)c2ccc3c(c2)CCN3S(=O)(=O)c2ccccc2)CC1	0.8	-9	-41	-5	-11	41	0	-17	-3	96	4
CCOC(=O)c1[nH]c2ccccc2c1NC(=O)c1ccc(S(=O)(=O)N2CCCCC2)cc1	-0.3	15	-50	.	4	50	-4	.	-6	97	21
C/C(Cc1ccccc1)=N\NC(=O)c1cc(C(C)(C)C)[nH]n1	-2.7	-3	-2	-5	-6	2	.	-11	-2	99	14
Oc1cc2ccccc2cc1-c1n[nH]c(=S)n1Cc1ccco1	1.6	4	43	7	-8	-43	-17	3	-14	100	0
S=C(NC1CCCCC1)N1CCc2[nH]c3ccccc3c2C1	-1.8	3	.	-1	-10	.	3	.	-1	.	-16
COc1cccc(N2CCN(S(=O)(=O)c3ccc4nc(-c5ccccc5)[nH]c4c3)CC2)c1	-0.7	4	-26	0	7	26	11	-18	-11	113	31
CCOC(=O)[C@H]1[C@H]2COc3ccccc3[C@@H]2N2C(=O)c3cc(OC)ccc3NC(=O)[C@@]12C	-1.1	-10	-21	.	-2	21	0	5	-1	110	2
CC(C)Oc1ccccc1C(=O)NC(CO)C(=O)O (configuration not stated)	0.2	-4	7	-5	-3	-7	268	-6	1	102	-6
Cn1c(Cn2nnc3ccccc32)nnc1SCC(=O)N1CCc2ccccc21	-5.2	1	-2	-2	-6	2	48	-3	0	105	2
O=C(NCc1cccc(Cl)c1)C1CCC(=O)N(CCN2CCOCC2)C1 (configuration not stated)	-1.8	0	-2	0	4	2	-19	24	10	119	10
CCOc1ccccc1NC(=O)CSc1nc2cc(O)ccc2c(=O)n1-c1ccc(OC)c(OC)c1	1.9	-10	-6	-2	5	6	8	-29	0	94	8
CCOC(=O)c1c(C)[nH]c(C)c1C(=O)CSc1nnc(-c2ccncc2)n1C	-1.0	5	19	-1	3	-19	7	-7	-11	106	-2
COc1ccc(C(C)=O)cc1COC(=O)c1cccc(N(C)C)c1	0.7	-20	-38	2	-6	38	-4	5	-3	97	24
O=C(NCC1CCCO1)c1nn2c(C(F)(F)F)cc(-c3ccc(Br)o3)nc2c1Br (configuration not stated)	1.4	-3	-12	0	-16	12	6	8	1	.	40
COc1ccc(C)cc1N(CC(=O)N1CCOCC1)S(C)(=O)=O	-0.2	-5	5	-3	-2	-5	8	-5	1	103	10
Oc1ccc2oc3c(c2c1C=NCc1ccncc1)CCCC3	2.1	2	-12	.	-12	12	-8	-2	-9	102	44
NS(=O)(=O)c1ccc(CCNS(=O)(=O)c2ccccc2)cc1	-0.4	-11	-1	3	-2	1	6	0	-1	100	43
Cc1cnc(NC(=O)Nc2ccc(OCc3ccccc3)cc2)c(Br)c1	0.6	-4	-10	2	3	10	26	-6	-5	.	-2
COc1ccccc1-n1ccnc1SCC(=O)NC(C)(C)C	0.9	1	-6	1	-4	6	-22	7	-3	92	-16
(list continues)
SMILES	CDK5 p35 inh	PKA-R2B activ	SR-BI uptake up	NSD2 HMT inh	dFosB activator	SR-BI HDL uptake	Mot1-301 SUMO	MITF TRPM1 HTS	PKA-R1A activ	DSG3 Ab inh	Arrestin-AP2 inh
NC(=O)C1(N2CCCCC2)CCN(S(=O)(=O)c2cc(Cl)ccc2Cl)CC1	1.3	4	7	.	2	-7	-4	3	-11	96	2
CCN(CC)CCN(C(=O)c1ccc2c(c1)CCCC2)c1nc2ccc(F)cc2s1	-1.7	0	.	-1	3	.	-11	18	-1	104	23
Cc1cc(-c2ccccc2)n(-c2ccc(C(=O)NC(C)C)cc2)n1	0.5	-4	?	-2	-3	-82	645*	.	-4	102	1
CSc1nc(N(C)C)nc(N(C)C#N)n1	2.4	9	-3	5	3	3	.	7	-2	106	10
C#CCOCCOCCOCCNc1nc(N2CCN(C(=O)[C@H](Cc3ccc(O)cc3)n3cc([C@@H](N)C(C)CC)nn3)CC2)nc(N2CCN(C(=O)[C@H](Cc3cc4ccccc4[nH]3)n3cc([C@@H](N)C(C)CC)nn3)CC2)n1 (some centres not stated)	2.9	-6	14	.	40*	-14	-3	-28	-1	114	-14
O=C(NCCc1ccc(Cl)cc1)c1ccc(CNc2c(N3CCOCC3)c(=O)c2=O)cc1	-1.1	5	.	0	-1	.	44	7	2	91	-2
CC(C)(O)C#Cc1ccc(CN2CCN(Cc3ccccc3)C(CCO)C2)cc1 (configuration not stated)	-1.4	-6	-4	0	-1	4	-11	0	-11	109	2
CC(C)(C)OC(=O)COc1ccc(/C=N/NC(=O)CN2CCCCC2)cc1	0.7	2	-13	1	-16	13	.	35	0	101	-13
CC1(C)NC(=O)N(CC(=O)OCC(=O)Nc2sccc2C#N)C1=O	0.2	1	13	2	0	-13	4	-2	-12	87	3
O=C1CC(c2ccccc2)=Nc2ccccc2N1Cc1ccccc1	-0.2	3	19	-8	-4	-19	3	-2	-7	85	6
COCC(=O)N(Cc1cc2cc(C)ccc2[nH]c1=O)c1ccc(C)c(C)c1	0.7	16	6	1	-9	-6	-13	13	13	97	-3
Cn1nnnc1SCC(=O)N1CCc2ccccc21	1.1	4	-32	2	0	32	-7	23	0	104	0
NS(=O)(=O)c1ccc(CCNC(=O)CN2CCN(Cc3cccc(C(F)(F)F)c3)CC2)cc1	0.7	-2	3	-6	-10	-3	-14	-10	3	.	-5
Cc1cc(C)cc(C(=O)NCC(=O)N2CCN(c3cccc(Cl)c3)CC2)c1	-1.2	-12	-34	24	-8	34	53	-18	11	109	-5
Cc1cc(S(=O)(=O)N2CCN(c3ccccn3)CC2)c(C)cc1Cl	-0.6	-7	3	-4	-6	-3	-25	.	-2	118	25
CCOc1ccc2nc(SCC3CC3(Cl)Cl)[nH]c2c1 (configuration not stated)	-0.9	-4	.	-5	-3	.	-1	.	-4	.	3
COc1ccc(-c2noc(N3CCC(C(=O)Nc4ccccc4F)CC3)n2)cc1	-1.1	-1	-24	.	9	24	8	.	-6	98	5
O=C(Cn1cc(C(=O)C(F)(F)F)c2ccccc21)N1CCOCC1	1.6	3	1	1	0	-1	154	-8	4	105	5
CC1Cc2ccccc2N1C(=O)CN1C(=O)NC(C)(c2ccc3c(c2)OCCO3)C1=O (configuration not stated)	-3.5	-2	-8	1	-5	8	8	.	2	.	-3
O=C(Nc1ccccc1F)c1ccc(Cn2cc(Cl)cn2)cc1	-1.6	-6	4	-2	-5	-4	3	59	1	93	9
CSc1nnc(SCc2nc3sc(C(=O)O)c(C)c3c(=O)[nH]2)s1	-2.1	-18	16	.	-18	-16	5	10	-4	97	3
Cc1ccccc1-n1c(C)nnc1SC(C)C(=O)NCC1CCCO1 (configuration not stated)	-0.6	8	-2	-7	-1	2	.	-4	-16	.	-3
CN(C)c1cccc(C(=O)OCC(=O)Nc2nccs2)c1	1.0	3	-1	-1	-13	1	-1	3	1	101	4
c1ccc2c(c1)OCC(c1csc3ncnc(N4CCCCC4)c13)O2 (configuration not stated)	3.5	-22	18	-12	-6	-18	-10	-7	4	100	-3
Cc1ccc(Cl)cc1N1CCN(C(=O)C(C)n2ncn3cccc3c2=O)CC1 (configuration not stated)	-0.8	8	-2	.	0	2	8	.	-12	100	16
Other results
SMILES	CDK5 p35 inh	PKA-R2B activ	SR-BI uptake up	NSD2 HMT inh	dFosB activator	SR-BI HDL uptake	Mot1-301 SUMO	MITF TRPM1 HTS	PKA-R1A activ	DSG3 Ab inh	Arrestin-AP2 inh
O=C(O)C1C2CC(C(Br)C2Br)C1C(=O)O (configuration not stated)	2.2	10	-16	-2	6	16	.	-6	-4	88	-13
O=C(O)CCCC(=O)Nc1nc2n(n1)C(c1ccc(F)cc1)CC(c1ccc(Cl)cc1)N2 (configuration not stated)	-1.3	2	10	12	-12	-10	-13	4	-7	98	3
CS(=O)(=O)Nc1cccc(C2=NN(C(=O)CCCC(=O)O)C(c3cccs3)C2)c1 (configuration not stated)	-0.8	1	10	8	3	-10	-2	1	-7	79	-2
C=CCOc1ccc(CNn2cn[nH]c2=S)cc1OCC	0.6	-4	-12	1	-2	12	0	7	4	106	0
Cc1ccc(C(C(=O)NC2CCCC2)N(C(=O)Cc2cccs2)c2cccc(C)c2C)o1 (configuration not stated)	-0.2	2	4	2	-4	-4	-12	-8	-11	102	5
CCOc1ccc(CCNC(=O)CS(=O)(=O)Cc2nc(-c3ccccc3F)oc2C)cc1	-1.2	-3	.	-1	-17	8	5	-14	-9	101	-5

Screening data deposited in PubChem BioAssay by several laboratories.
